Screening data: PubChem BioAssay, The Scripps Research Institute Molecular Screening Center
FBW7 act = FBW7 E3 ligase activators, primary screen, biochemical, AlphaScreen, human; AlphaScreen FBW7–phospho-cyclin E peptide binding, activator screen; normalized activity (activation), % at 26.1 µM; actives 0.13% (n = 650,000); in the data active = normalized activity above about 1.9%;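 also: purified mutant Fbw7 with reduced substrate affinity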
Target sequence (Q969H0 whole entry, looked up): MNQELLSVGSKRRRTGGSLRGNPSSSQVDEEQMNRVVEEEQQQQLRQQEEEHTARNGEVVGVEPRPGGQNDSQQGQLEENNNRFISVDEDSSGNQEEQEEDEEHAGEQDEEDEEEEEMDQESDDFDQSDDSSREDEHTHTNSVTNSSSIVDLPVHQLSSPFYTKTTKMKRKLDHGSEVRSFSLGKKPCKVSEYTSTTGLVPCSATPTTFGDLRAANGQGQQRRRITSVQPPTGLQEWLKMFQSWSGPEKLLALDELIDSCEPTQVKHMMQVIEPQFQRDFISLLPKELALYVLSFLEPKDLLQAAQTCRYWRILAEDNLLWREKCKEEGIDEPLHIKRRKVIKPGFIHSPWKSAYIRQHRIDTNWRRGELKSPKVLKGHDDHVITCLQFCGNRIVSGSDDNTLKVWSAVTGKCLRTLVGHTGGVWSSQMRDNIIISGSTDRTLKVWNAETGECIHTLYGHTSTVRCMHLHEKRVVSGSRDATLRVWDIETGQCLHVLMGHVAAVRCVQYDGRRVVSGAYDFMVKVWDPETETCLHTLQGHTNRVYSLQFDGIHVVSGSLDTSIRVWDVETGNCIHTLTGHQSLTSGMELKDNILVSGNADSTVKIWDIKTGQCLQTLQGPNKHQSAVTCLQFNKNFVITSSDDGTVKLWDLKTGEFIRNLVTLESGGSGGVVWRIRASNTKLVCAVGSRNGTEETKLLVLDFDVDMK
TEAD-YAP inh = TEAD-YAP interaction inhibition, primary screen, TEAD-YAP interaction inhibitor project, luminescence, HEK-TIYL cells. TEAD-Gal4/YAP UAS-luciferase luminescence. inhibition, % at 9.12 µM. actives 1.4% (n = 640,000); in the data active = inhibition above about 32%;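 also: 0% = median of test compound wells and 100% = reference inhibitor wells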
GPR151 ag = activators of human GPR151, primary screen, cell-based, PathHunter beta-arrestin, luminescence; PathHunter beta-arrestin GPR151 cells; actives 1% (n = 650,000); activation, % at 11.2 µM; AID 1508602, 2020; G-protein coupled receptor 151 (Homo sapiens), Q8TDV0; in the data active = activation above about 4.9%;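 also: 0% = median of compound wells and 100% = cells with positive control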
MITF inh = MITF inhibitors, primary screen, biochemical, AlphaScreen, human | actives 0.91% (n = 650,000) | Microphthalmia-associated transcription factor (Homo sapiens), O75030 | AID 1259374, 2018 | inhibition, % at 2.6 µM | AlphaScreen MITF homodimerization, bead proximity signal; in the data active = inhibition above about 50%;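 also: 0% = vehicle wells with protein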
* hit, by the source's call; & = joins results of further samples.

How did O=C(O)c1cc(NCc2ccccc2)ccc1N1CCOCC1 do in these assays?
FBW7 act: 0.0; TEAD-YAP inh: 2; GPR151 ag: -1.3; MITF inh: 2

Results for COc1ccc(-n2nc3c(c2NC(=O)c2cc(OC)cc(OC)c2)CSC3)cc1 ?
FBW7 act: -0.1; TEAD-YAP inh: 6; GPR151 ag: -0.5; MITF inh: 5

How did COc1ccc(-n2c(C)cn3c4c(=O)n(CCc5ccccc5)c(=O)n(C)c4nc23)cc1 do in these assays?
FBW7 act: 0.1; TEAD-YAP inh: 6; GPR151 ag: 3.6; MITF inh: 4

Results for O=C1N/C(=C/c2cc3c(cc2Cl)OCO3)C(=O)N1Cc1ccc(Br)cc1 ?
FBW7 act: 0.3; TEAD-YAP inh: -1; GPR151 ag: 1.1; MITF inh: 7

Results for CC(=NC1CC1)c1c(C)[nH]n(-c2ccc([N+](=O)[O-])cc2)c1=O ?
FBW7 act: 0.4; TEAD-YAP inh: -26; GPR151 ag: -5.6; MITF inh: 0

Results for C/C(=N\OC(=O)c1cccc([N+](=O)[O-])c1)c1ccc(C)cc1 ?
FBW7 act: -0.2; TEAD-YAP inh: -6; GPR151 ag: 1.0; MITF inh: -11

How did CC(c1ccccc1)N1C(=O)C2C(C(=O)Nc3ccc(Br)cc3)C3C=CC2(O3)C1C(=O)NC1CCCCC1 (stereo unspecified) do in these assays?
FBW7 act: -0.1; TEAD-YAP inh: -1; GPR151 ag: -0.3; MITF inh: 0

How did CC1CC(C)CN(C(=O)Cn2nc3c4ccc(Cl)cc4ncn3c2=O)C1 (stereo unspecified) do in these assays?
FBW7 act: 0.5; TEAD-YAP inh: 0; GPR151 ag: -0.6; MITF inh: 5

What do the screens show for `COc1ccccc1-c1cncc(-c2cccc(O)c2)n1`?
FBW7 act: -0.4; TEAD-YAP inh: -33; GPR151 ag: 0.3; MITF inh: 1

What do the screens show for `CCOC(=O)c1c(C)oc2c1c(CN1CCN(c3ccccc3F)CC1)c(O)c1ccccc12`?
FBW7 act: -0.2; TEAD-YAP inh: -12; GPR151 ag: 0.6; MITF inh: -10

How did CC(C)Cc1ccc(S(=O)(=O)N2CCNCC2)cc1 do in these assays?
FBW7 act: 0.1; TEAD-YAP inh: -1; GPR151 ag: -0.6; MITF inh: 3

How did O=C(CSc1nccc2c(OCc3ccc(F)cc3)cccc12)N1CCOCC1 do in these assays?
FBW7 act: 0.2; TEAD-YAP inh: -10; GPR151 ag: 0.3; MITF inh: 5

How did Cc1cc(C)n2nc(C(=O)Nc3ccc(C)c(Cl)c3)nc2n1 do in these assays?
FBW7 act: -0.1; TEAD-YAP inh: 5; GPR151 ag: 0.1; MITF inh: 0

What do the screens show for `Cc1cccc(S(=O)(=O)N(CC(=O)O)C2CCCCCC2)c1`?
FBW7 act: 0.1; TEAD-YAP inh: -4; GPR151 ag: 0.5; MITF inh: 13

Results for CC(=O)NC1=NC(=O)/C(=C\c2ccc(-c3ccc(C)c([N+](=O)[O-])c3)o2)S1 ?
FBW7 act: -0.1; TEAD-YAP inh: 5; GPR151 ag: -0.8; MITF inh: 10

What do the screens show for `CN(C1CCS(=O)(=O)C1)S(=O)(=O)c1ccccc1` (stereo unspecified)?
FBW7 act: -0.4; TEAD-YAP inh: -2; GPR151 ag: 1.6; MITF inh: -7

What do the screens show for `Cc1ncn(-c2ccc(Nc3ncc4cccc(Br)c4n3)cc2)n1`?
FBW7 act: -0.1; TEAD-YAP inh: -13; GPR151 ag: 1.9; MITF inh: 2

How did O=C(C1CSC2c3ccccc3C(=O)N12)N1C2CCC1CC(O)(c1ccncc1)C2 (stereo unspecified) do in these assays?
FBW7 act: 0.3; TEAD-YAP inh: -14; GPR151 ag: -0.9; MITF inh: 9

Results for CCOC(=O)C1=C(C)NC(=S)NC1c1cccc(Cl)c1 (stereo unspecified) ?
FBW7 act: 0.0; TEAD-YAP inh: -4; GPR151 ag: 3.4; MITF inh: 24

What do the screens show for `COc1ccc(/C=N/NC(=O)CCC(=O)N/N=C/c2ccc(OC)cc2)cc1`?
FBW7 act: 0.1; TEAD-YAP inh: 10; GPR151 ag: 1.2; MITF inh: 12

How did COc1cccc(-[n+]2noc(=O)[nH]2)c1 do in these assays?
FBW7 act: -0.1; TEAD-YAP inh: 15; GPR151 ag: 2.1; MITF inh: 12

What do the screens show for `COc1cc(C(=O)Nc2ccc3c(c2)C(=O)N(CCC(=O)O)C3=O)cc(OC)c1OC`?
FBW7 act: 0.1; TEAD-YAP inh: -8; GPR151 ag: -0.8; MITF inh: 9

Results for c1cncc(Nc2nccc(NCc3nc4ccccc4[nH]3)n2)c1 ?
FBW7 act: 0.2; TEAD-YAP inh: -16; GPR151 ag: 0.0; MITF inh: -8

How did Nc1c(C(=O)Nc2ccccc2F)sc2nc3c(cc12)C(=O)CCC3 do in these assays?
FBW7 act: -0.1; TEAD-YAP inh: -4; GPR151 ag: 2.0; MITF inh: 1

How did CC(C)(C)C(=O)Nc1ccccc1N1CCN(C(=O)c2ccccc2)CC1 do in these assays?
FBW7 act: 0.1; TEAD-YAP inh: 9; GPR151 ag: -0.7; MITF inh: -4

What do the screens show for `CNC(=O)N(C1=NCC(C)S1)c1cccc(Cl)c1` (stereo unspecified)?
FBW7 act: -0.1; TEAD-YAP inh: 40*; GPR151 ag: -0.8; MITF inh: 9

How did CN1CCN(CCCOc2ccccc2OCc2ccccc2)CC1 do in these assays?
FBW7 act: 1.6; TEAD-YAP inh: 2; GPR151 ag: -0.8; MITF inh: 14

How did COc1ccc(C(=O)N2CCN3C(=O)[C@H](CC(C)C)N(C)C(=O)[C@H]3C2)cc1 do in these assays?
FBW7 act: -0.1; TEAD-YAP inh: 3; GPR151 ag: -0.2; MITF inh: -4

Results for Cc1nnc(SCC(=O)Nc2ccccc2)n1N ?
FBW7 act: -0.1; TEAD-YAP inh: 8; GPR151 ag: -0.1; MITF inh: -278

How did CCOC(=O)C1(Cc2ccccc2)CCN(Cc2cnn(C(C)C)c2)CC1 do in these assays?
FBW7 act: 0.2; TEAD-YAP inh: 0; GPR151 ag: 0.6; MITF inh: 14

How did O=C1CC(c2ccccc2)CC2=C1C(c1cc(F)ccc1F)Nc1ccccc1N2 (stereo unspecified) do in these assays?
FBW7 act: 0.1; TEAD-YAP inh: 13; GPR151 ag: 1.0; MITF inh: 6

What do the screens show for `CC(C)(C)c1ccc(OCC(=O)NNC(=O)/C(C#N)=C/c2ccccc2)cc1`?
FBW7 act: 0.0; TEAD-YAP inh: 0; GPR151 ag: -1.0; MITF inh: -1

What do the screens show for `CC(=O)NC(=S)Nc1cccc(Cl)c1`?
FBW7 act: -0.1; TEAD-YAP inh: -8; GPR151 ag: 0.1; MITF inh: 15

How did NS(=O)(=O)c1ccc(NC(=O)COC(=O)C(CSCc2ccccc2)NC(=O)c2ccccc2)cc1 (stereo unspecified) do in these assays?
FBW7 act: 0.3; TEAD-YAP inh: 0; GPR151 ag: -0.6; MITF inh: 33

How did Cc1cnc(C)c(-c2cccc3c2OC(CNC(=O)c2coc4c2C(=O)CCC4)C3)n1 (stereo unspecified) do in these assays?
FBW7 act: 0.5; TEAD-YAP inh: -17; GPR151 ag: -0.7; MITF inh: 12

How did O=C(NCCCO)C(=O)Nc1ccc2c(c1)OCO2 do in these assays?
FBW7 act: 0.0; TEAD-YAP inh: -50; GPR151 ag: -2.8; MITF inh: 16

What do the screens show for `Cc1cc(C)n2ncc(C(=O)NCc3cccnc3)c2n1`?
FBW7 act: 0.0; TEAD-YAP inh: 9; GPR151 ag: 0.8; MITF inh: 7

How did CC1CCC(OC(=O)c2ccc([N+](=O)[O-])cc2)CC1 (stereo unspecified) do in these assays?
FBW7 act: 0.0; TEAD-YAP inh: -2; GPR151 ag: -0.7; MITF inh: 4

What do the screens show for `COc1cc(C(c2c(C)[nH][nH]c2=O)C(C#N)C#N)cc(OC)c1OC` (stereo unspecified)?
FBW7 act: 0.6; TEAD-YAP inh: 2; GPR151 ag: 0.0; MITF inh: 5

How did COc1ccc(-c2cnnc(N3CCN(c4ccc(OC)cc4)CC3)n2)cc1 do in these assays?
FBW7 act: -0.1; TEAD-YAP inh: -11; GPR151 ag: -2.7; MITF inh: 4

What do the screens show for `CCNC(=O)N1CCN(c2nccnc2NS(=O)(=O)c2c(C)noc2C)CC1`?
FBW7 act: 0.2; TEAD-YAP inh: 9; GPR151 ag: -0.7; MITF inh: 22

How did CCOC(=O)C1(Cc2cccc(OC)c2)CCN(Cc2cnc(C)s2)CC1 do in these assays?
FBW7 act: 0.3; TEAD-YAP inh: -9; GPR151 ag: -0.9; MITF inh: 14

What do the screens show for `CCCCCCNC(=O)c1ccc(Sc2ccc(F)cc2)c([N+](=O)[O-])c1`?
FBW7 act: 0.0; TEAD-YAP inh: -7; GPR151 ag: 2.1; MITF inh: -4

Results for CCCCOc1ccc(C(=O)Nc2sc3c(c2C(=O)OCC)CC(C)(C)OC3)cc1 ?
FBW7 act: 0.3; TEAD-YAP inh: -3; GPR151 ag: -0.2; MITF inh: 3

How did Cc1nc(-c2cc3ccc(O)cc3oc2=O)cs1 do in these assays?
FBW7 act: 0.2; TEAD-YAP inh: -29; GPR151 ag: -8.4; MITF inh: -6

What do the screens show for `CS(=O)(=O)N1CCCC1C(=O)Nc1nc2c(F)cc(F)cc2s1` (stereo unspecified)?
FBW7 act: 0.1; TEAD-YAP inh: -3; GPR151 ag: -0.2; MITF inh: 9

Results for CC(OC(=O)c1ccc([N+](=O)[O-])o1)C(=O)Nc1cc(Cl)cc(Cl)c1 (stereo unspecified) ?
FBW7 act: 0.2; TEAD-YAP inh: 17; GPR151 ag: 0.1; MITF inh: 9

How did COc1ccc(NC(=O)CSc2nc3ccc(Nc4nc(Nc5ccccc5)nc(N5CCCC5)n4)cc3s2)cc1 do in these assays?
FBW7 act: 0.0; TEAD-YAP inh: -1; GPR151 ag: 1.1; MITF inh: 22

How did C=CCOc1ccc(C(=O)N2CCC(C(N)=O)CC2)cc1 do in these assays?
FBW7 act: -0.1; TEAD-YAP inh: 4; GPR151 ag: -0.4; MITF inh: 2

How did Cc1n[nH]c(C)c1NC(=O)CN1CNC(=S)NC1 do in these assays?
FBW7 act: -0.1; TEAD-YAP inh: -7; GPR151 ag: 0.1; MITF inh: -1

How did CCC1CN(Cc2ccc(NC(C)=O)cc2)Cc2ccc(Cl)cc2O1 (stereo unspecified) do in these assays?
FBW7 act: 0.2; TEAD-YAP inh: -4; GPR151 ag: -0.1; MITF inh: -14

How did COc1ccc(Cl)cc1N(CC(=O)NCCSc1ccccn1)S(=O)(=O)c1ccccc1 do in these assays?
FBW7 act: 0.1; TEAD-YAP inh: -4; GPR151 ag: -1.1; MITF inh: 17

Results for CN(C)C(=O)Oc1ccc[n+](C)c1 ?
FBW7 act: -0.1&-0.1&0.1&0.1; TEAD-YAP inh: -7&-9; GPR151 ag: 1.0&-1.0&-1.1&-1.3; MITF inh: -13&0&-21&9

Results for COC(=O)C1=C(C)NC(=S)NC1c1ccco1 (stereo unspecified) ?
FBW7 act: 0.0; TEAD-YAP inh: 8; GPR151 ag: 1.2; MITF inh: 6

How did N#Cc1ccccc1NC(=O)COC(=O)c1cc[n+]([O-])cc1 do in these assays?
FBW7 act: 0.5; TEAD-YAP inh: 10; GPR151 ag: -1.4; MITF inh: 4

What do the screens show for `NC(=O)CN1CCN(CC(=O)Nc2cccc(C(F)(F)F)c2)CC1`?
FBW7 act: 0.1; TEAD-YAP inh: 5; GPR151 ag: -1.3; MITF inh: 3

What do the screens show for `CCn1c(=O)n(CC(=O)N(C)Cc2ccccc2)c(=O)c2ccccc21`?
FBW7 act: 0.1; TEAD-YAP inh: 11; GPR151 ag: -1.1; MITF inh: 9

Results for COc1ccc(O)c(C(=O)c2cnn(C(=O)CN3C(=O)COc4ccccc43)c2)c1 ?
FBW7 act: 0.0; TEAD-YAP inh: -6; GPR151 ag: 0.3; MITF inh: -3

How did CC(=O)Nc1ccc(-c2nc3ccc(NC(C)=O)cc3[nH]2)cc1 do in these assays?
FBW7 act: 0.1; TEAD-YAP inh: 5; GPR151 ag: -0.2; MITF inh: 1

How did COc1c(C)cc(S(=O)(=O)NC2CC(C)(C)NC(C)(C)C2)c(C)c1C do in these assays?
FBW7 act: 0.5; TEAD-YAP inh: -4; GPR151 ag: -0.8; MITF inh: -9
